FXIa inh mix: blocks human factor XIa in pooled compound mixtures; inhibition, % at 5 µM; 62,000 tested, 0.19% active; AID 680; purified FXIa, fluorogenic substrate; P03951; in the data active means inhibition above about 20%, passing the limit was not always enough;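 further: each value is inhibition by a whole ten-compound pool holding the compound; 0% = enzyme with no mixture and 100% = wells lacking enzyme; strong numbers were not always called active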
CatL inh: inhibitors of human cathepsin L | purified cathepsin L, fluorogenic substrate, fluorescence | inhibition, %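 (tested at 10 µM)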 | 58,000 tested, 0.17% active | AID 460; in the data active means inhibition above about 45%;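 further: 0% = enzyme with no compound and 100% = no enzyme blank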
Target sequence (P07711 114-288 limits assumed): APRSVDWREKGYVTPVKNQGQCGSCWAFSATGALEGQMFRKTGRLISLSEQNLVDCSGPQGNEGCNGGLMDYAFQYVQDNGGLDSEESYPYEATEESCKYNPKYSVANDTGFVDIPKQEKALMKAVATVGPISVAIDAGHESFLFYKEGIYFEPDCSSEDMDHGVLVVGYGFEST
Target sequence (P07711 292-333 limits assumed): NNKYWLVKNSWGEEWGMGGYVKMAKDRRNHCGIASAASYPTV
CatB inh: human cathepsin B inhibition; purified cathepsin B, fluorogenic substrate, fluorescence; inhibition, %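 (tested at 10 µM)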; 63,000 tested, 0.1% active; AID 453; in the data active means inhibition above about 21%;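 further: 0% = enzyme with no compound and 100% = no enzyme blank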
AP complement: orthogonal test for alternative complement pathway inhibitors; inhibition, % at 5 µM; Human serum alternative complement pathway, LPS-coated ELISA, C3 deposition; tested in compound mixtures; 62,000 tested, 0.08% active;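 active means inhibition above 30% in each of the two pooled mixtures holding the compound, so the lower value exceeds 30%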;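 further: 0% = serum in Mg-EGTA without compound and 100% = EDTA serum blank; some compounds past the cut are filed as inactive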
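Assay system: Human serum alternative complement pathway, C3 deposition on LPS-coated wells | Incubation: 1 h serum-compound exposure at 37 °C | Doses: 5 µM per compound in ten-compound mixtures | Read-out: Percent inhibition | Technique: ELISA with HRP anti-human C3 antibody, TMB substrate, absorbance 450 nm | Replication: Two pool placements per compound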
CatS inh: human cathepsin S inhibition | recombinant cathepsin S, AMC dipeptide fluorescence, pooled mixtures | inhibition, %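 (tested at 5 µM per compound within 10-compound mixtures)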 | 62,000 tested, 0.06% active | AID 501; in the data active means inhibition above about 32%, passing the limit was not always enough; inconclusive means no clear call, values can overlap the other calls;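 further: 0% = enzyme without compound and 100% = blank without enzyme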
Target sequence (P25774 115-331 limits assumed): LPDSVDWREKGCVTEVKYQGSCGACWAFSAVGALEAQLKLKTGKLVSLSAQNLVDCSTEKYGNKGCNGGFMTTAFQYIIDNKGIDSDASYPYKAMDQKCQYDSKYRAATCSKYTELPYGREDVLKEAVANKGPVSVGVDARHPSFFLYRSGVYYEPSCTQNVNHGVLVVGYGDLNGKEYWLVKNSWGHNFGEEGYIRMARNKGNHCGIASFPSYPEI
CatB mixtures: human cathepsin B inhibition by mixtures; P07858; Purified cathepsin B, AMC dipeptide fluorescence, compound mixtures; inhibition, %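 (ten-compound pools at 5 µM per compound and 50 µM total)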; 62,000 tested, 0.06% active; AID 488; in the data active means inhibition above about 22%, passing the limit was not always enough; inconclusive means no clear call, values can overlap the other calls;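 further: 0% = enzyme without compound and 100% = no enzyme blank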
C1s block: blocks human complement C1s protease activity; P09871; purified C1s, fluorogenic AMC substrate, pooled mixtures; mean inhibition % of two 10-compound mixtures (stronger effect = higher value), % at 5 µM (by protocol); AID 538; 62,000 tested, 0.16% active;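 active means inhibition above 20% in each of the two 10-compound mixture wells holding the compound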;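 further: 0% = enzyme wells lacking compound mixture and 100% = no-enzyme blank wells; some compounds called inactive have numbers as strong as hits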
CatG inh: cathepsin G (human) inhibition. purified enzyme, AMC-tetrapeptide fluorescence, pooled mixtures. 62,000 tested, 0.2% active. inhibition, % at 5 µM (by protocol). AID 581. P08311;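 active means inhibition above 20% in each of the two mixture wells holding the compound; inactive means inhibition of 20% or less in either well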;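 further: 0% = enzyme control without mixture and 100% = blank lacking enzyme; strong numbers were not always called active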
Target sequence (P08311 21-244 limits assumed): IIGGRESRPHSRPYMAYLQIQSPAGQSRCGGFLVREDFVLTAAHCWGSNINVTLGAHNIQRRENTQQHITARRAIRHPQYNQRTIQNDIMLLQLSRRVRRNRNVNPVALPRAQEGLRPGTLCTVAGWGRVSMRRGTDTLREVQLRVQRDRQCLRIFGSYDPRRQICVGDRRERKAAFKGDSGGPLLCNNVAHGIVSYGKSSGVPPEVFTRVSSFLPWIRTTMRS
Ec RNAP inh: inhibitors of Escherichia coli RNA polymerase; P0A8V2; AID 559; E. coli RNA polymerase, fluorescence transcription assay; 62,000 tested, 0.2% active; inhibition, %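 (tested at 10 µM)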; in the data active means inhibition above about 20%;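 further: 0% = enzyme without compound and 100% = no enzyme blank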
* marks the source's active call; other numbers are inactive results; ? = inconclusive; / = not tested or not shown. Some of the compounds tested, so the mix of outcomes need not match the whole.

cpd | Molecule | AP complement | C1s block | FXIa inh mix | CatG inh | CatL inh | CatB mixtures | CatB inh | Ec RNAP inh | CatS inh
1 | CCCn1c(SCC(=O)N2CCc3ccccc32)nnc1-c1ccco1 | 9 | -7 | 9 | 2 | 6 | 3 | 3 | 4 | 20
2 | c1ccc(OCCOCCSc2ncccn2)cc1 | 12 | -7 | 3 | -2 | -5 | 4 | -11 | 2 | -8
3 | Cc1cc(C)nc(N2CCCC(C(=O)Nc3nnc(C)s3)C2)n1 (centres undefined) | -12 | -15 | 7 | -2 | -3 | 6 | 6 | 3 | 10
4 | COc1cc(NC(=O)c2ccc3c(c2)OCO3)c2ncccc2c1 | 10 | -3 | 6 | 1 | 3 | 6 | 0 | 9 | 6
5 | O=C(c1ccc(F)cc1)N1CCN(c2ncccn2)CC1 | 0 | -3 | 6 | -4 | 14 | 0 | 6 | 1 | 16
6 | O=C(Nc1cc(Cl)ccc1O)C1CCCO1 (centres undefined) | 10 | -122 | -11 | -9 | 2 | -3 | 0 | 6 | -19
7 | O=C1CC(Cc2ccc(Cl)cc2)C(=O)N1c1ccccn1 (centres undefined) | 9 | -1 | 9 | 3 | -4 | 0 | -1 | 8 | 14
8 | COc1ccc(C(=O)N2c3ccc(F)cc3CCC2C)cc1OC (centres undefined) | 20 | 1 | 10 | 1 | 3 | 6 | -1 | 5 | 4
9 | COCCCNC(=O)c1c(F)c(F)c(F)c(F)c1F | 0 | 17 | 4 | 10 | / | -3 | 6 | 7 | -2
10 | CCOC(=O)c1ccc(NC(=O)CC2OCCN(CC)C2=O)cc1 (centres undefined) | 2 | -6 | 1 | -2 | -6 | 3 | 8 | 7 | 10
11 | COc1cccc(C(=O)CN2CCC(NC(=O)NC3CCCCC3)CC2)c1 | 4 | 12 | 2 | 9 | 11 | 2 | -1 | 6 | -1
12 | Cc1cccc(NC(=O)CCn2nc(C)cc2C)c1 | -6 | 3 | 4 | 0 | 59* | -4 | 2 | -1 | 1
13 | COc1cc2[nH]c(=O)n(CCC(=O)NC3CCCC3)c(=O)c2cc1OC | -1 | -24 | 6 | -4 | 7 | -5 | 1 | -3 | 0
14 | CC(=O)Nc1nc2cc3c(cc2s1)OCO3 | 5 | -56 | 5 | -3 | / | 5 | 6 | 6 | 9
15 | CCn1c(SCC(=O)N2CCCc3ccccc32)nnc1-c1ccco1 | -2 | -9 | 6 | -8 | -4 | 0 | -1 | -6 | -6
16 | Cc1ccc(S(=O)(=O)/N=C(/Nc2nc(C)cc(C)n2)N2CCOCC2)cc1 | 5 | 0 | 8 | 0 | 7 | 1 | 2 | 3 | 11
17 | COC(=O)C(CCSC)NC(=O)Cn1ncc2c(=O)oc3ccc(C)cc3c21 (centres undefined) | 9 | 1 | 10 | 2 | / | 0 | 0 | 5 | 4
18 | CC1CCN(C(=O)CSc2nc(N)c3c4c(sc3n2)CN(C)CC4)CC1 | 20 | -4 | 7 | 11 | -19 | 5 | -5 | -7 | -1
19 | Cc1ccc(C(=O)CSc2nc3ccccc3c(=O)n2N)o1 | 1 | 1 | -4 | 7 | 32 | 0 | 4 | 5 | 5
20 | CCOc1ccccc1N(C(=O)c1snc(C(N)=O)c1N)C(C(=O)NCCC(C)C)c1ccco1 (centres undefined) | -17 | -18 | -4 | 5 | 11 | -2 | 1 | 6 | -3
21 | CCCSCCCNC(=O)c1cc2c(s1)CS(=O)(=O)C2 | -8 | 3 | 1 | 4 | -4 | -3 | -5 | 5 | 12
22 | N#Cc1ccsc1NC(=O)c1ccccn1 | 9 | 4 | 3 | 9 | -6 | 2 | 3 | -2 | -3
23 | COc1ccc(OC)c(C2C(C(C)=O)=C(O)C(=O)N2c2ccc(O)cc2)c1 (centres undefined) | 4 | 25 | 5 | -8 | -10 | 1 | 1 | -7 | -5
24 | COc1ccc(OC)c2[nH]c(=O)c(CCNC(C)=O)cc12 | 21 | 2 | 2 | 8 | / | 4 | 3 | 4 | 1
25 | O=C(c1cccs1)N(Cc1ccccn1)Cc1ccco1 | 8 | -36 | 0 | -1 | / | 3 | -2 | 6 | 9
26 | O=C1CC(c2ccccc2)CC(O)=C1C=NCCN1CCN(C(=O)Nc2ccccc2)CC1 (centres undefined) | 11 | 1 | 8 | 3 | -3 | -2 | 1 | 2 | 1
27 | NCCCNC(=O)c1cc2ccccc2[nH]1 | 1 | -19 | 1 | -16 | -4 | 2 | -2 | -16 | -2
28 | COc1ccc(OC)c(NC(=O)CSCC(=O)O)c1 | 11 | 4 | 5 | 6 | -10 | 4 | -2 | 1 | -10
29 | CC(=O)Oc1ccc2oc(=O)c3c(c2c1)CCCN3C(=O)CN1CCN(c2ncccn2)CC1 | 13 | -5 | 3 | 8 | -11 | 26 | -1 | -2 | -6
30 | c1cnc2c(OCc3nc4ccccc4[nH]3)cccc2c1 | 15 | 18 | 9 | 15 | -2 | 5 | 0 | 8 | 8

The last two compounds of the part above lead into the next.
cpd | Molecule | AP complement | C1s block | FXIa inh mix | CatG inh | CatL inh | CatB mixtures | CatB inh | Ec RNAP inh | CatS inh
29 | CC(=O)Oc1ccc2oc(=O)c3c(c2c1)CCCN3C(=O)CN1CCN(c2ncccn2)CC1 | 13 | -5 | 3 | 8 | -11 | 26 | -1 | -2 | -6
30 | c1cnc2c(OCc3nc4ccccc4[nH]3)cccc2c1 | 15 | 18 | 9 | 15 | -2 | 5 | 0 | 8 | 8
31 | COc1ccc(C(=O)NC(=O)CSc2nnc(-c3ccco3)n2-c2ccccc2)cc1 | -3 | 0 | -1 | 11 | 5 | -10 | 0 | 1 | -1
32 | Cc1cc(=O)oc(C)c1C(=O)NCCCN1CCN(c2ccccc2F)CC1 | 10 | 9 | 37* | 10 | -1 | 3 | 4 | 1 | 2
33 | CC(=O)Nc1c(C(=O)c2ccc(F)cc2)oc2ccccc12 | -5 | -9 | 5 | 0 | 13 | 1 | 6 | 9 | 25
34 | O=C(Nc1ccc(S(=O)(=O)Nc2nccs2)cc1)C1CCCCC1 | -18 | -78 | -11 | -20 | -15 | -2 | 4 | -11 | -11
35 | Cc1noc(C)c1CSCC(=O)NC1=NCCS1 | -14 | -21 | -8 | -9 | 2 | 3 | 7 | 4 | 4
36 | CCOC(=O)c1c(CN2CCCCC2)oc2ccc(O)cc12 | -5 | 13 | 6 | 9 | 10 | 0 | -1 | 9 | 14
37 | C=CCN1C(=O)C(CC(=O)O)SC1=Nc1c(C)n(C)n(-c2ccccc2)c1=O (centres undefined) | -3 | -4 | 2 | 5 | -3 | 0 | -1 | 8 | 5
38 | COc1cc(C2C(=O)N(C3CCCC3)CC(=O)N2Cc2ccco2)ccc1OC(C)C (centres undefined) | 6 | -5 | -5 | 15 | 8 | 0 | 2 | 7 | 5
39 | COc1cc(S(=O)(=O)NCC2CCCO2)c(OC)cc1Cl (centres undefined) | -5 | -25 | -2 | -17 | 11 | -3 | 3 | -3 | -1
40 | Cn1c(=O)cc(SCC(=O)N2CCCC2)c2ccc(Cl)cc21 | -5 | -39 | -5 | -17 | 2 | -4 | -2 | -9 | -9
41 | O=C1CCCC2=C1C(c1cccc(Br)c1)n1nc(-c3ccco3)nc1N2 (centres undefined) | 15 | 11 | 2 | 10 | 2 | 5 | -1 | 1 | -2
42 | CN1CCN(c2ncnc3c2sc2nc(N4CCCC4)c4c(c23)CC(C)(C)OC4)CC1 | -1 | 0 | -2 | -3 | 1 | 0 | 0 | 4 | -9
43 | Cc1ccc(C(=O)O)cc1S(=O)(=O)N1CCOCC1 | -5 | 16 | 2 | 12 | 24 | 3 | / | 10 | 8
44 | Cn1nc(-c2ccc(Cl)cc2)c2cc(C(=O)N3CCN(c4ccccn4)CC3)sc21 | -10 | -15 | 7 | -8 | 14 | 7 | 10 | 4 | 16
45 | O=C(c1ccccc1)N1CCN(C(=O)N2CCOCC2)CC1 | 28 | -107 | -19 | -10 | -8 | -8 | -5 | -3 | -20
46 | c1ccc(CN2CCC3(CC2)Nc2ccccc2CO3)cc1 | 6 | -41 | 0 | -6 | 5 | -4 | 3 | 6 | 20
47 | CSc1nc(SCC(=O)NCc2ccco2)c2c3c(sc2n1)COC(C)(C)C3 | 15 | 8 | 7 | 10 | 9 | 7 | -1 | -5 | 0
48 | CCn1c(SCC(=O)Nc2nc3ccccc3s2)nc2c(c1=O)SC(C)C2 (centres undefined) | 7 | -24 | 3 | 3 | 22 | 0 | 3 | 2 | 3
49 | CCN1CCN(CC(=O)Nc2cccc(C)c2)C(=O)C1=O | 16 | -38 | 8 | 1 | / | 1 | 2 | 8 | -1
50 | CC(=O)c1c(C)nc2ccccn12 | -5 | -23 | 0 | -12 | 7 | 2 | / | 7 | 10
51 | COc1cc2cc(C)c(SCC(=O)N3CCOCC3)nc2cc1OC | -3 | 3 | 1 | -4 | 11 | 3 | -3 | 5 | 8
52 | CCN(CC)c1ccc(NC(=O)c2c(OC)cccc2OC)c(C)c1 | 1 | -72 | -26 | -25 | -9 | -7 | -1 | 5 | -28
53 | CN(C(=O)COc1cc(=O)n(C)c2ccccc12)c1cccc(Cl)c1 | 25 | -3 | 12 | -1 | / | 3 | 0 | 0 | -6
54 | COC(=O)Nc1ccc(C)cc1NC(=O)OC | -1 | -52 | -9 | -16 | -1 | -4 | 1 | -15 | 0
55 | C(=N\n1cnnc1)/c1cn(Cc2ccccc2)c2ccccc12 | 16 | -11 | 1 | 8 | 3 | 1 | -1 | 2 | -4
56 | C=CCn1c(SCC(=O)Nc2ccc(C(=O)OCC)cc2)nnc1-c1sc(N)nc1C | -1 | 2 | 1 | 5 | / | 1 | 3 | 0 | -5
57 | COc1ccc(C2C(C(=O)N3CCOCC3)=C(C)NC3=C2C(=O)CC(C)(C)C3)c(OC)c1 (centres undefined) | 13 | -53 | 2 | -3 | -133 | 2 | -7 | -3 | -3
58 | COc1ccc(CNC(=O)c2ccc3nccnc3c2)cc1 | -21 | 3 | 4 | 0 | 20 | 0 | 2 | 5 | -1
59 | Cc1ccc(NC(=O)CSc2nnc(-c3ccncc3)n2C)cc1C | -11 | -31 | -1 | -6 | 0 | 3 | 8 | 4 | ?
60 | CCOC(=O)C(C(C)=O)c1c(Br)c(O)c(O)c2c(C(=O)c3ccc(C)cc3)coc12 (centres undefined) | -2 | 12 | 10 | 12 | -6 | 3 | 0 | 18 | -9
61 | O=C(NC1CCCCC1)C1c2ccccc2C(=O)N1Cc1ccco1 (centres undefined) | -9 | -23 | -4 | -1 | 4 | 2 | 0 | 4 | 4
62 | CN1CCN(S(=O)(=O)c2ccc(Br)s2)CC1 | -21 | -2 | 4 | -3 | 97* | 1 | 3 | 9 | 9
63 | Cc1ccc(S(=O)(=O)N2Cc3ccccc3CC2C(=O)Nn2cnnc2)cc1 (centres undefined) | 7 | -24 | 2 | 5 | -7 | 0 | 0 | 4 | -8
64 | O=P1(O)C=C(c2ccccc2)OC(c2ccccc2)=C1 | 11 | 16 | 4 | 18 | 18 | 5 | 11 | 7 | -4
65 | COc1ccc(CNC(=O)C2CCN(S(=O)(=O)c3cccc4cccnc34)CC2)cc1 | 11 | 15 | 2 | 10 | / | 3 | 1 | 7 | -1
66 | COc1ccccc1NC(=O)Cc1cccs1 | 1 | 7 | 1 | 11 | -19 | -4 | 3 | 6 | 2
67 | Cc1nc2ncnn2c(C)c1Cc1ccc(Cl)cc1F | 7 | 11 | 5 | 6 | 3 | -2 | 4 | 3 | -7
68 | C=CCn1c(CC(=O)OC)csc1=Nc1ccc(C(C)=O)cc1 | 4 | -15 | 5 | 3 | 5 | -2 | 1 | 6 | 0
